Screening data as filed in PubChem.
USP2a inhib: blocks human ubiquitin-specific protease USP2a | 60,000 tested, 0.1% active | O75604 | USP2a enzymatic assay, qHTS inhibition | AID 927 | Potency, µM (titrated, usually from 38.3 µM), for the others: top-dose activity change, negative = inhibition, actives largely listed as inhibitors;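 note: potency is the fitted concentration of half-maximal effect; nearly all actives have a fitted effect of over 60% in size; plate controls were DMSO for no effect and NEM full inhibition control for full effect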
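USP2 core (20 nM final) was preincubated with compound for 30 min at RT in 20 mM Tris-HCl pH 8.0, 2 mM CaCl2, 2 mM beta-mercaptoethanol; Ub-PLA2 (20 nM) plus NBD C6-HPC (20 uM) then added, fluorescence read after 2.5 h.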
Casp1 inh: caspase-1 (human) inhibition, allosteric or competitive; P29466; Caspase-1 enzyme, Ac-WEHD-AFC fluorogenic rate; Potency, µM (highest dose often 57.5 µM), for the others: top-dose activity change, negative = inhibition, most hits filed as inhibitors; 75,000 tested, 0.03% active; AID 900;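 note: potency is the fitted concentration of half-maximal effect; plate controls were vehicle for no effect and no substrate for full effect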
HEK293 cAMP cs: counter-screen for TSHR agonists: cAMP increase in parental HEK293; parental HEK293 CNG cAMP sensor, membrane potential fluorescence; Potency, µM (doses to about 57.1 µM), inactives show at the highest dose activation, most hits filed as activators; 73,000 tested, 2.5% active; AID 938; note: potency is the fitted concentration of half-maximal effect; % of control where 0% means no effect; nearly all actives have a fitted effect of over 55% in size
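Parental HEK 293 cells stably expressing a modified CNG channel (no TSHR) report cAMP rise as membrane depolarization. Membrane potential dye with 100 uM RO 20-1724 was loaded for 60 min at room temperature, then compound added for 30 min; fluorescence read at 590 nm.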
DNA Pol III inh: inhibitors of bacterial DNA polymerase III holoenzyme. reconstituted DNA polymerase III holoenzyme replication, biochemical. Potency, µM (series often up to 57.1 µM), inactives show top-dose activity change, negative = inhibition. 71,000 tested, 0.25% active. AID 603; note: potency is the fitted concentration of half-maximal effect; % is set by controls: 0 for no effect and ±100 for the full control effect
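Reconstituted *E. coli* holoenzyme (0.35 nM Pol III, 1 nM beta, 154 nM SSB, 2 nM primase) was preincubated with compound for 15 min at RT. Synthesis on 1.4 nM ssM13Gori ran 35 min, then was stopped with PicoGreen/EDTA and read as dsDNA fluorescence.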
BRCT inh red: disrupts BRCA1 BRCT binding to phosphoprotein, red fluorophore readout; P38398; BRCT-phosphopeptide binding, red fluorescence polarization; Potency, µM (series often up to 76.9 µM), for inactives: top-dose activity change, negative = inhibition, most hits filed as inhibitors; 75,000 tested, 0.03% active; AID 892; note: % is set by controls: 0 for no effect and ±100 for the full control effect
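Rhodamine-labelled pBACH1 10-mer (100 nM) bound to BRCT domain (100 nM) at pH 7.3; compounds incubated 12 min room temperature, polarization read. Free peptide defines full inhibition; unlabelled decapeptide titrated as control.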
Rhodamine fluor: rhodamine region autofluorescence | 59,000 tested, 0.05% active | AID 594 | Rhodamine-region fluorescence, 547/598 nm, Tris buffer; active compounds read high | max dye-equivalent concentration, M; in the data active = max dye-equivalent concentration above about 11 nM; inconclusive = between about 1.1 nM and that limit
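Intrinsic compound fluorescence, ex 547 / em 598 nm, CCD imager. Tris 100 mM pH 8.0; 15 min RT. Output = rhodamine dye-equivalent concentration at each compound concentration.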
Casp7 inh: caspase-7 (human) inhibition, allosteric or competitive; AID 889; 75,000 tested, 0.02% active; recombinant caspase-7, Ac-DEVD-AFC fluorescence rate; P55210; Potency, µM (top dose mostly 57.5 µM), for the others: at the highest dose activity change, negative = inhibition, actives largely listed as inhibitors; active = well fitted inhibition curve with a large enough effect in the main read-out, with a control signal flat, not every such curve was filed as active; inconclusive = small, poorly fitted or top-dose-only effect, or a change in a side signal; note: potency is the fitted concentration of half-maximal effect; % of control where 0% means no effect
Tau filament bind: tau filament binding; recombinant tau filaments, thioflavin S fluorescence, 15 h; filaments grown with octadecylsulfate alongside compound; Potency, µM (titrated, usually from 57.1 µM), for inactives: at the highest dose activity change, negative = inhibition; 71,000 tested, 2% active;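 note: potency is the fitted concentration of half-maximal effect; % is set by controls: 0 for no effect and ±100 for the full control effect; actives lower thioflavin S fluorescence by blocking filaments or displacing dye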
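Thioflavine S fluorescence (ex 450, em 510 nm) reports filaments formed from 1 uM human tau plus 30 uM ODS over 15 h at 37 C (10 mM HEPES pH 7.4, 100 mM NaCl, 5 mM DTT); compounds displacing dye or blocking filaments lower signal.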
BRCT inh green: blocks human BRCA1 BRCT binding to phosphopeptide, green readout | Potency, µM (doses to about 76.9 µM), without a hit: at the top dose activity change, negative = inhibition, actives largely listed as inhibitors | 75,000 tested, 0.05% active | BRCA1 BRCT-phosphopeptide binding, green fluorescence polarization | AID 875 | P38398;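 note: potency is the fitted concentration of half-maximal effect; plate controls were peptide without protein for full effect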
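Fluorescence polarization: His-tagged BRCT (~35 kDa BRCA1 C-terminus, 250 nM) bound to 100 nM fluorescein-labeled phosphorylated 10-aa BACH1 peptide, pH 7.3 phosphate buffer with DTT and Tween 20. Compounds incubated 12 min at room temperature; inhibition read as lowered polarization.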
HADH2 inh: HADH2 (human) dehydrogenase inhibition. Q99714. recombinant HADH2, NADH fluorescence, beta-hydroxybutyryl-CoA. Potency, µM (highest dose often 57.1 µM), without a hit: top-dose activity change, negative = inhibition, actives largely listed as inhibitors. 73,000 tested, 3.4% active. AID 886; note: potency is the fitted concentration of half-maximal effect; % is set by controls: 0 for no effect and ±100 for the full control effect; nearly all actives have a fitted effect of over 60% in size; many of its hits are not listed in these tables
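Activity measured as NADH fluorescence gain (360/450 nm), taken as the change between first and last reads of a 4-min kinetic run. Conditions: pH 9.0 Tris buffer, 20 nM E. coli-expressed His-tagged enzyme, 1 mM NAD+, 90 uM beta-hydroxybutyryl-CoA; 15-min compound preincubation.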
ALOX15 inhib: blocks human 15-lipoxygenase activity | purified 15hLO-1, xylenol orange hydroperoxide absorbance | 74,000 tested, 1.4% active | Potency, µM (doses to about 57.1 µM), without a hit: top-dose activity change, negative = inhibition, hits mostly inhibitors; note: potency is the fitted concentration of half-maximal effect; % is set by controls: 0 for no effect and ±100 for the full control effect; nearly all actives have a fitted effect of over 55% in size
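Quantitative HTS in 25 mM Hepes pH 7.5 containing 0.01% Triton X-100: human 15hLO-1 at 40 nM, arachidonic acid at 50 uM, 6 min turnover. Product quantified via ferrous oxidation/xylenol orange, 573:405 nm absorbance ratio.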
* = called active by the depositor; i = inactive; ? = inconclusive; / = not tested or not shown; & = joins results of further samples; [ ] = remark or other dose. Unless noted, calls come from the whole dose curve; as a rule, active = well fitted curve in the direction sought with a large enough effect; inconclusive = small, poorly fitted or top-dose-only effect, or another doubt; inactive = no such curve, though single readings can be large; an effect the other way counts as inactive or inconclusive. A portion of the library; count on the stated rates, not on these rows.

SMILES	USP2a inhib	Casp1 inh	HEK293 cAMP cs	DNA Pol III inh	BRCT inh red	Rhodamine fluor	Casp7 inh	Tau filament bind	BRCT inh green	HADH2 inh	ALOX15 inhib
OC[C@H]1O[C@@H](n2cnc3c(NCc4ccco4)ncnc32)[C@H](O)[C@@H]1O	/	0%	/	/	-0.7%	/	0%	/	-1.6%	/	1%[25.6 µM]
Cc1nc2sccn2c(=O)c1CCN1CCC(=C(c2ccc(F)cc2)c2ccc(F)cc2)CC1	21%	-2%	-40%&7%[inhibitor]	20%	-2.5%	i	-3%	48%	-2.0%	?	?
CC1(C)CC(=O)C2=C(C1)OC(N)=C(C#N)C2CCc1ccccc1 (stereo not drawn)	/	-2%	28%	-4%	0.7%	i	-1%	-1%	-1.0%	5%	-22%
CC1CCc2sc3nc(NCc4ccco4)n4ncnc4c3c2C1 (stereo not drawn)	16%	-2%	2%	1%	1.0%	i	-6%	21%	0.3%	3%	-16%
COc1ccc(C(=O)OC(C)CN2CCOCC2)cc1OC (stereo not drawn)	-5%	2%	-29%	1%	1.2%	i	0%	7%	0.6%	-7%	-7%
O=C(O)[C@@H]1Cc2c([nH]c3ccccc23)[C@@H](CCCCO)N1	/	-3%[11.5 µM]	-1%[11.4 µM]	-8%[11.4 µM]	0.1%[15.4 µM]	i	0%[11.5 µM]	44%[11.4 µM]	-1.0%[15.4 µM]	-4%[11.4 µM]	-5%[11.4 µM]
CCN(CC)Cc1csc(C(N)=O)c1	-3%	2%	3%	2%	-1.4%	i	1%	-4%	-4.5%	2%	-19%
Cc1ccc(S(=O)(=O)NC(=O)N2CCCC(C)(C)C2)cc1	4%	-2%	0%	-3%	-0.1%	i	-1%	-10%	0.9%	-4%	7%
Cc1cnc(NC(=O)CSc2nc3ccccc3c(=O)[nH]2)s1	2%	-2%	1%	-3%	-1.4%	i	0%	4%	-0.1%	-4%	-4%
Cc1cc(NC(=O)CSCCc2ccncc2)no1	/	1%	7%	-6%	0.9%	/	-2%	-5%	-1.7%	?	6%
NC(=O)CN(c1ccccc1)C1SC(=O)N(Cc2ccccc2)C1=O (stereo not drawn)	8%	-1%	5%	-1%	-3.1%	i	8%	-2%	-4.0%	7%	-3%
COc1cccc(NC(=O)c2ccccc2-c2nc(-c3ccc(F)cc3)no2)c1	0%	0%	32µM*	-8%	-1.2%	i	-3%	58%	-1.9%	17%	-14%
O=S(=O)(c1ccccc1)N1CCC2(CC1)CN(Cc1nccs1)C2	7%	0%	11%	-2%	-1.0%	i	2%	-8%	-3.6%	4%	0%
Nc1c(N2CCOCC2)cc(Cl)c2nonc12	0%	-2%	-10%	1%	-0.2%	i	-1%	?	-2.7%	6%	0%
Cc1ccc(C(=O)C2=C(O)C(=O)N(CCCN(C)C)C23C(=O)N(C)c2ccccc23)o1 (stereo not drawn)	2%	-1%	4%	6%	0.7%	i	-1%	-5%	-1.3%	2%	10%
CCCC(NS(=O)(=O)c1ccc(Br)cc1)C(=O)O (stereo not drawn)	-8%	0%	?	-1%	-0.1%	/	1%	5%	-1.6%	8%	10%
c1nc(N2CCOCC2)c2c3c(sc2n1)CCCC3	-8%	1%	7%	-4%	0.0%	i	1%	0%	0.2%	11%	-12%
Nc1c(C(=O)NCc2ccccc2)nnn1Cc1cccc(Cl)c1	/	-1%	5%	1%	-0.6%	/	-6%	48%	0.9%	-5%	-6%
NC(N)=NC(=O)c1nc(Cl)c(N2CCCCCC2)nc1N	-1%&0%	-1%&3%	?	-4%	-0.7%&1.1%	i	2%&-2%	-2%	-2.3%[3.08 µM]	10%	6%&-9%
CN(CCNC(=O)C1CC(=O)N(C2CCCC2)C1)Cc1ccccc1 (stereo not drawn)	/	2%	20%	-1%	1.5%	/	1%	2%	-3.8%	12%	-2%
COC(=O)c1cc(NC(=O)CC2C(=O)NCCN2C(=O)c2ccccc2)cc(C(=O)OC)c1 (stereo not drawn)	14%	-1%	?	-5%	0.2%	i	1%	8%	1.8%	5%	6%
O=c1c2cnn(-c3ccc(F)cc3)c2ncn1Cc1cccnc1	0%	2%	13%	-3%	0.8%	i	-2%	-1%	0.3%	10%	3%
COC(=O)c1cc(-c2ccc(Br)cc2)n[nH]1	9%	-1%	-8%	1%	-0.8%	i	-1%	8%	-0.2%	3%	-1%
COC(=O)c1ccc(CSc2nnnn2-c2ccc(C)cc2C)o1	9%	2%	?	1%	-0.4%	i	-4%	-4%	0.6%	-25%	-16%
COc1ccc(C(=O)C2CCN(S(=O)(=O)c3ccc4c(c3)OCCO4)CC2)cc1	25%	-10%	?	4%	-2.7%	i	-19%	8%	-3.2%	24%	24%

Next section.
SMILES	USP2a inhib	Casp1 inh	HEK293 cAMP cs	DNA Pol III inh	BRCT inh red	Rhodamine fluor	Casp7 inh	Tau filament bind	BRCT inh green	HADH2 inh	ALOX15 inhib
CCS(=O)(=O)N1CCC(C(=O)NCCc2ccc(C)cc2)CC1	6%	-1%	0%	-1%	-0.5%	i	1%	-2%	-2.2%	2%	2%
CCOC(=O)N1CCC(NC(=O)CCN2C(=O)COc3ccccc32)CC1	2%	-1%	-4%	4%	0.2%	i	-1%	-2%	1.1%	-1%	5%
CCC(=O)Nc1nnc(CSCc2ccccc2)s1	23%	2%	0%	-4%	0.0%	i	-1%	-1%	-3.4%	-11%	8%
COC(=O)Cn1nc(-c2ccccc2)n(-c2ccccc2)c1=S	4%	3%	6%	-4%	0.0%	i	-1%	8%	-0.5%	0%	4%
CC(C)NC(=O)c1n[nH]c(=O)c2ccccc12	-3%	3%	3%	0%	0.2%	i	1%	-2%	1.4%	-11%	4%
Cc1cccc(CNc2ncncc2-c2ccccc2Cl)c1	25%	-4%	?	2%	0.4%	i	-5%	3%	-1.7%	0%	9%
O=S(=O)(NCc1ccco1)N1CCCCCC1	10%	-1%	2%	2%	-0.5%	i	-1%	-7%	-0.6%	1%	1%
CN(C)Cc1ccccc1-c1ccc2ncnc(NCc3cccs3)c2c1	22%	-1%	14%	5%	-0.1%	i	0%	-2%	-2.2%	9%	2%
CCCS(=O)(=O)N1CCC(C(=O)NCCCOCC)CC1	0%	2%	5%	-3%	-0.8%	i	0%	-12%	0.3%	5%	-1%
c1csc(CCNc2ncnc3sc4c(c23)CCC4)c1	/	-6%	20µM*	-4%	-1.6%	/	-7%	74%	-1.3%	2%	-1%
O=C(O)CCN1C(=O)c2ccccc2C1=O	-3%	2%	2%	-5%	1.3%	i	1%	0%	-0.1%	8%	-2%
CCOC(=O)C(C)Sc1nnc(Cn2c(=O)sc3ccccc32)n1-c1ccccc1 (stereo not drawn)	/	-2%	9%	-9%	0.2%	/	-2%	-4%	-0.2%	?	-7%

A draw from above in order of number of heavy atoms, smallest number first:
SMILES	USP2a inhib	Casp1 inh	HEK293 cAMP cs	DNA Pol III inh	BRCT inh red	Rhodamine fluor	Casp7 inh	Tau filament bind	BRCT inh green	HADH2 inh	ALOX15 inhib
O=C(O)CCN1C(=O)c2ccccc2C1=O	-3%	2%	2%	-5%	1.3%	i	1%	0%	-0.1%	8%	-2%
O=S(=O)(NCc1ccco1)N1CCCCCC1	10%	-1%	2%	2%	-0.5%	i	-1%	-7%	-0.6%	1%	1%
c1csc(CCNc2ncnc3sc4c(c23)CCC4)c1	/	-6%	20µM*	-4%	-1.6%	/	-7%	74%	-1.3%	2%	-1%
Cc1cccc(CNc2ncncc2-c2ccccc2Cl)c1	25%	-4%	?	2%	0.4%	i	-5%	3%	-1.7%	0%	9%
CCS(=O)(=O)N1CCC(C(=O)NCCc2ccc(C)cc2)CC1	6%	-1%	0%	-1%	-0.5%	i	1%	-2%	-2.2%	2%	2%
CN(C)Cc1ccccc1-c1ccc2ncnc(NCc3cccs3)c2c1	22%	-1%	14%	5%	-0.1%	i	0%	-2%	-2.2%	9%	2%
CCOC(=O)C(C)Sc1nnc(Cn2c(=O)sc3ccccc32)n1-c1ccccc1 (stereo not drawn)	/	-2%	9%	-9%	0.2%	/	-2%	-4%	-0.2%	?	-7%
